RGS8-Gao reg = RGS8-Galphao binding modulators, primary screen, biochemical, multiplexed bead flow cytometry; Guanine nucleotide-binding protein G(o) subunit alpha (Homo sapiens), P09471; actives lie on both sides; hit rate 0.34% among 220,000; AID 1423, 2008; response (percent of control binding), % at 10 µM; in the data active = response below about 60% or above about 140%; inactive = in between;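 also: Galphao activated as the GDP aluminium fluoride complex binding bead-coupled RGS8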
Bfl-1 Bim block = inhibitors of Bim binding to Bfl-1, primary screen, biochemical, multiplexed, bead-based flow cytometry; Bcl-2-related protein A1 (Homo sapiens), Q16548; Bim-Bfl-1 binding inhibition; inhibition, % at 10 µM; hit rate 0.12% among 190,000; AID 1008, 2008;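 also: 0% = wells without compound plus tracer and 100% = blocker peptide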
Mcl-1 Bim block = inhibitors of Bim peptide binding to Mcl-1, primary screen, biochemical, bead-based flow cytometry, multiplex; Induced myeloid leukemia cell differentiation protein Mcl-1 (Homo sapiens), Q07820; Bim peptide-Mcl-1 binding; inhibition, % at 10 µM; hit rate 0.1% among 190,000;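 also: 0% = no compound tracer wells and 100% = peptide blocker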
Bim-Bcl-2 = inhibitors of Bim-Bcl-2 binding, primary screen, biochemical, multiplexed, human Bcl-2 family; Bead-based flow cytometry, Bim peptide-Bcl-2 binding; hit rate 0.06% among 190,000; AID 950, 2007; inhibition, % at 10 µM; in the data active = inhibition above about 40%; inconclusive = no clear call, values can overlap the other calls;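 also: 0% = no compound wells with probe peptide and 100% = reference peptide inhibitor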
Target sequence (P10415 whole entry, looked up): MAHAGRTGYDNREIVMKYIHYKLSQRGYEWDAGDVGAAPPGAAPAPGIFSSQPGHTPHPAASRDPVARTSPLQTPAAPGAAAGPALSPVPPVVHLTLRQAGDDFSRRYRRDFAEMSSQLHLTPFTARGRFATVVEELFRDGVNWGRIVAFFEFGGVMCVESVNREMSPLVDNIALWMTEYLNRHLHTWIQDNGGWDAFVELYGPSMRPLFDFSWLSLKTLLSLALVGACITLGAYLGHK
Mcl1 Bid PPI = Mcl-1/Bid binding inhibitors, primary screen, biochemical, TR-FRET, 1536-well; AID 1021, 2008; Induced myeloid leukemia cell differentiation protein Mcl-1 (Homo sapiens), Q07820; hit rate 0.97% among 220,000; TR-FRET Mcl-1/Bid-Dy647 peptide binding; inhibition, % at 21.7 µM;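 active = compounds that cut the binding signal by more than half at the single screening dose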;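 also: His-tagged Mcl-1 with europium anti-His antibody binding Bid BH3 peptide; 0% = Mcl-1 plus peptide wells and 100% = peptide-only wells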
Bim-Bcl-B = inhibitors of Bim-Bcl-B binding, primary screen, biochemical, multiplexed, human Bcl-2 family; bead-based flow cytometry, Bim peptide-Bcl-B binding; inhibition, % at 10 µM; hit rate 0.073% among 190,000; AID 951, 2007;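 also: 0% = tracer peptide without compound and 100% = reference inhibitor peptide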
Target sequence (Q9HD36 whole entry, looked up): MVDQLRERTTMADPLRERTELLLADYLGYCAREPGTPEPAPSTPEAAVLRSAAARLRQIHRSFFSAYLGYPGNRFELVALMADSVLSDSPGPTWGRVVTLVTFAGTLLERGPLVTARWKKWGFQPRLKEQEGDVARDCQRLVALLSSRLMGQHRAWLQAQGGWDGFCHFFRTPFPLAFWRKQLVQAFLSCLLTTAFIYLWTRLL
Bcl-XL Bim block = inhibitors of Bim-Bcl-XL binding, primary screen, biochemical, multiplexed, bead flow cytometry, human Bcl-XL. Bcl-2-like protein 1 (Homo sapiens), Q07817. Bim peptide-Bcl-XL binding, fluorescence. inhibition, % at 10 µM. hit rate 0.04% among 190,000
Target sequence (Q07817 whole entry, looked up): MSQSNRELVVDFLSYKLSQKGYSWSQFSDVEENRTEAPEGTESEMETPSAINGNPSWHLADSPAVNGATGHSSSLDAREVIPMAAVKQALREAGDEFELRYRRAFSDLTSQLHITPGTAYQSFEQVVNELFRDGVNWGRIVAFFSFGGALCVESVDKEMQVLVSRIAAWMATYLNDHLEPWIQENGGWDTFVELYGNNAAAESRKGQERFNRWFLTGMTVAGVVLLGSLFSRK
GSH bead fluor = compound fluorescence on glutathione beads, profiling panel, artefact control, biophysical, 488/530 nm, flow cytometry | hit rate 0.25% among 190,000 | GSH beads flow cytometry, compound fluorescence 488/530 nm; stronger effect = higher value | fluorescence (KMESF) at 10 µM; in the data active = fluorescence above about 89;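 also: glutathione beads carrying GST-tagged Bcl family fusion proteins plus one bare bead set; values are compound well signal with DMSO vehicle wells as background; inactives centre near 16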
RGS4-Gao reg = modulators of RGS4 binding to Galphao, primary screen, biochemical, multiplexed bead flow cytometry | Guanine nucleotide-binding protein G(o) subunit alpha (Homo sapiens), P09471 | binding response (% of control), % at 10 µM | actives lie on both sides | hit rate 0.33% among 220,000; in the data active = binding response below about 49% or above about 150%; inactive = in between;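 also: fluorescent Galphao activated with aluminum fluoride binding bead-coupled RGS4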
RGS7-Gao reg = RGS7-Galphao binding modulators, primary screen, biochemical, multiplexed bead flow cytometry. Guanine nucleotide-binding protein G(o) subunit alpha (Homo sapiens), P09471. binding response (% of control), % at 10 µM. hit rate 0.35% among 220,000. AID 1439, 2008. actives lie on both sides; in the data active = binding response below about 49% or above about 150%; inconclusive = no clear call, values can overlap the other calls; inactive = in between;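 also: fluorescent Galphao held in activated GDP-AlF4 state binding bead-coupled RGS7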
Bim-Bcl-W = inhibitors of Bim binding to Bcl-W, primary screen, biochemical, multiplexed, bead-based flow cytometry; Bcl-2-like protein 2 (Homo sapiens), Q92843; Bim peptide-Bcl-W binding; inhibition, % at 10 µM; hit rate 0.02% among 190,000; AID 952, 2007;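 also: 0% = bound tracer without compound and 100% = peptide blocker; higher means less fluorescent Bim peptide bound to Bcl-W beads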
Target sequence (Q92843 whole entry, looked up): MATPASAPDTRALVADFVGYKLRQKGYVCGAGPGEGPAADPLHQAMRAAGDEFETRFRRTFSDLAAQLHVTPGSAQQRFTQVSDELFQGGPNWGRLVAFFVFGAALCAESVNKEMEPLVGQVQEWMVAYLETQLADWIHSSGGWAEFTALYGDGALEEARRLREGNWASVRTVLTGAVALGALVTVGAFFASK
An asterisk follows results filed as active; ? = inconclusive; nt = no result given; [ ] = dose if it differs, or a comment. Rule as the data show it, unless noted: active = inhibition above about 40%.

SMILES | RGS8-Gao reg | Bfl-1 Bim block | Mcl-1 Bim block | Bim-Bcl-2 | Mcl1 Bid PPI | Bim-Bcl-B | Bcl-XL Bim block | GSH bead fluor | RGS4-Gao reg | RGS7-Gao reg | Bim-Bcl-W
COc1cccc(NC(=S)N2CCN(C/C=C/c3ccccc3)CC2)c1 | 110.7 | -8.0 | 0.0 | -9.0 | -13.7 | -7.0 | -5.0 | 12 | 102.7 | 102.5 | 0.0
c1ccc(-n2cnnc2SCc2cn3ccccc3n2)cc1 | 101.4 | -12.0 | -147.0 | -19.0 | -26.6 | -33.0 | -5.0 | 52 | 104.4 | 105.3 | 4.0
CCCNC(=S)NCCN1CCCCC1 | 98.0 | 3.0 | 1.0 | 6.0 | 38.3 | -1.0 | 1.0 | 16 | 101.8 | 97.2 | 0.0
Cc1cccc(C)c1NC(=O)CSc1ccc([N+](=O)[O-])cn1 | 100.9 | nt | nt | ? | -0.7 | nt | nt | 64 | 100.0 | 90.6 | nt
CC(C)NC(=O)Cn1c(SCC(=O)N2CCCCCC2)nc2ccccc21 | 100.0 | -8.0 | 0.0 | -6.0 | -5.7 | -5.0 | -5.0 | 25 | 101.1 | 101.4 | 0.0
CCN(Cc1ccncc1)Cc1cn[nH]c1-c1ccc(OC)cc1F | 101.6 | -6.0 | -2.0 | -2.0 | -45.9 | -5.0 | -3.0 | 10 | 100.2 | 96.1 | -2.0
CC(C)(C)c1ccc(C(CC(=O)O)NC(=O)CCCc2ccccc2)cc1 (configuration not stated) | 102.2 | -1.0 | 0.0 | 0.0 | -43.5 | -2.0 | -4.0 | 14 | 102.6 | 101.4 | -5.0
Cc1ccc(S(=O)(=O)NNC(=O)Nc2ccc(Cl)cc2)cc1 | 93.3 | -9.0 | -5.0 | -5.0 | -28.1 | -5.0 | -5.0 | 11 | 92.8 | 94.2 | -2.0
COc1ccc(C(C(=O)NC2CCCC2)N(C(=O)c2ccoc2C)c2ccc(C)cc2)cc1 (configuration not stated) | 86.4 | -1.0 | -5.0 | 0.0 | -19.9 | -3.0 | -8.0 | 31 | 83.3 | 96.1 | -5.0
CN(C1CCCCC1)S(=O)(=O)c1ccc(S(=O)(=O)N2CCN(CCC#N)CC2)cc1 | 102.3 | -7.0 | 0.0 | -8.0 | -18.3 | -7.0 | -1.0 | 24 | 102.1 | 99.6 | 0.0
Cc1sc2ncn(CC(=O)NCCCC(=O)N3CCN(c4ccccn4)CC3)c(=O)c2c1C | 98.2 | 1.0 | -1.0 | -3.0 | -24.1 | 0.0 | -1.0 | 14 | 96.1 | 99.5 | 0.0
CCOC(=O)c1c(NC(C)=O)sc2c(OC)c(Br)ccc12 | 102.6 | -3.0 | -2.0 | 0.0 | -12.3 | -2.0 | -1.0 | 16 | 101.7 | 104.6 | 0.0
COCC1CCCCN1Cc1cn(-c2ccccc2)nc1-c1ccc2c(c1)OCO2 (configuration not stated) | 104.0 | -5.0 | 12.0 | -2.0 | -28.5 | -4.0 | -1.0 | 11 | 116.0 | 182.2*[activator] | 7.0
CCn1c(C)nc2cc(C(=O)NNS(=O)(=O)c3ccccc3F)ccc21 | 104.5 | 0.0 | -1.0 | -4.0 | -1.5 | -3.0 | -1.0 | 19 | 105.3 | 106.9 | -4.0
Cc1ccc(S(=O)(=O)NCCc2ccncc2)cc1 | 99.4 | -12.0 | -1.0 | -9.0 | -3.6 | -13.0 | -3.0 | 31 | 105.4 | 99.3 | 0.0
CCOC(=O)c1c(N2C(=O)C=CC2=O)sc(C)c1C | 81.3 | -14.0 | -4.0 | 0.0 | 35.8 | -1.0 | -4.0 | 27 | 87.7 | 87.9 | -2.0
Cc1cc(Cl)ccc1Nc1ncccc1C(N)=O | 103.7 | -2.0 | -3.0 | 0.0 | -30.9 | -4.0 | -3.0 | 6 | 99.7 | 100.1 | 0.0
COc1ccc(C2C(C#N)=C(N)OC(C(C)(C)C)=C2C#N)cc1OC (configuration not stated) | 103.7 | 3.0 | -1.0 | 0.0 | -48.0 | 1.0 | 0.0 | 7 | 102.9 | 97.9 | 0.0
CCOc1ccc(NC(=O)N2CCC(c3ccc(C)cc3)C2)cc1 (configuration not stated) | 103.8 | 0.0 | -1.0 | 0.0 | -14.2 | 2.0 | 2.0 | 12 | 102.8 | 100.1 | 2.0
CCOC(=O)C1(Cc2ccccc2C(F)(F)F)CCN(C2CCCC2)CC1 | 101.6 | -6.0 | -1.0 | -4.0 | -1.3 | 0.0 | -3.0 | 12 | 96.9 | 97.9 | 0.0
O=[N+]([O-])c1ccc(Nc2ccccc2)nc1 | 102.5 | -5.0 | -4.0 | -5.0 | -29.9 | -7.0 | -7.0 | 11 | 103.1 | 107.8 | -4.0
O=C(Nc1nc2c(s1)CCc1ccccc1-2)c1ccco1 | 103.9 | -10.0 | -5.0 | -9.0 | -7.9 | -15.0 | -7.0 | 23 | 100.6 | 99.8 | -2.0
CCCCCn1nc(C)c(/C=N\NC(=O)c2cc(C)oc2C)c1C | 97.6 | -1.0 | 0.0 | 2.0 | -18.0 | -2.0 | -6.0 | 33 | 99.6 | 100.8 | -1.0
CCOC(=O)C1=C(C)N=c2s/c(=C\C(=O)OC)c(=O)n2C1c1ccc(OC)cc1 (configuration not stated) | 95.6 | -9.0 | -1.0 | -9.0 | 7.0 | -8.0 | 6.0 | 40 | 98.2 | 94.7 | 0.0
Cc1ccc(O)c(C(=O)CC(=O)c2ccccc2Cl)c1 | 112.3 | 0.0 | 0.0 | -1.0 | -23.1 | -1.0 | -1.0 | 30 | 97.0 | 98.3 | 0.0
Carrying on.
SMILES | RGS8-Gao reg | Bfl-1 Bim block | Mcl-1 Bim block | Bim-Bcl-2 | Mcl1 Bid PPI | Bim-Bcl-B | Bcl-XL Bim block | GSH bead fluor | RGS4-Gao reg | RGS7-Gao reg | Bim-Bcl-W
COc1ccc(-n2c(SCC(=O)N3CCOCC3)nc(O)c(Cc3ccccc3)c2=O)cc1 | 99.9 | -10.0 | 0.0 | -5.0 | -0.8 | -6.0 | -2.0 | 50 | 96.5 | 96.0 | 3.0
CN(Cc1ccccc1)C(=S)Nc1ccc2nc3n(c(=O)c2c1)CCCCC3 | 98.5 | -1.0 | 0.0 | -7.0 | -41.6 | -12.0 | -2.0 | 16 | 99.7 | ? | 0.0
O=C(NCCCCCCNC(=O)OC1CCS(=O)(=O)C1)OC1CCS(=O)(=O)C1 (configuration not stated) | 97.0 | -13.0 | -97.0 | -20.0 | -19.8 | -31.0 | -10.0 | 49 | 96.0 | 97.6 | 1.0
O=C(O)Cn1nc2ccccc2n1 | 105.6 | -10.0 | 0.0 | -9.0 | -8.0 | -6.0 | -29.0 | 65 | 101.1 | 101.6 | 2.0
COc1ccc(C(C(=O)NC2CCCCC2)N(C(=O)c2ccccn2)c2cccnc2)cc1 (configuration not stated) | 100.6 | -5.0 | -2.0 | -4.0 | -18.8 | -3.0 | -4.0 | 13 | 98.6 | 97.6 | -3.0
Cc1nn(C)c(C(=O)N/N=C/c2ccc(Br)cc2)c1Cl | 58.0* | -1.0 | -7.0 | -5.0 | -9.4 | -8.0 | -12.0 | 10 | 46.2* | 40.1* | -7.0
COc1ccc(C)cc1NC(=O)CSc1nnc(CC(=O)Nc2cccc(C(F)(F)F)c2)n1C | 97.7 | -1.0 | -6.0 | -1.0 | -7.5 | -1.0 | -4.0 | 19 | 99.0 | 101.0 | -2.0
CCOC(=O)/C(=C\C=C1/Sc2cc(OCC)c(OCC)cc2N1CC)C(C)=O | 103.6 | -4.0 | 3.0 | -7.0 | -33.0 | -12.0 | 6.0 | 22 | 119.4 | 129.4 | 4.0
O=S1(=O)Cc2cc3ccccc3cc2C1 | 105.5 | -10.0 | -1.0 | -2.0 | -21.2 | -3.0 | -3.0 | 16 | 100.8 | 102.8 | 0.0
C(=N\N1CCN(C2c3ccccc3-c3ccccc32)CC1)/c1cccs1 | 106.6 | -7.0 | -4.0 | -11.0 | -45.7 | -10.0 | -9.0 | 12 | 105.1 | 103.0 | 2.0
CCOC(=O)Cc1nc2ccccc2n(CC#N)c1=O | 102.8 | -4.0 | -3.0 | -2.0 | -11.8 | -5.0 | -2.0 | 14 | 105.5 | 101.8 | -5.0
O[C@H]1COC2C1OC[C@@H]2O (some centres not stated) | 84.2 | -1.0 | -4.0 | 0.0 | 3.9 | -2.0 | -5.0 | 22 | 89.9 | 95.4 | -2.0
COc1ccc(CCNC(=O)C2CCN(S(=O)(=O)N3CCOCC3)CC2)cc1OC | 105.4 | -3.0 | -3.0 | -5.0 | -10.7 | -2.0 | -1.0 | 5 | 115.5 | 109.4 | -4.0
CCOc1cc(NC(=S)NCc2ccco2)c(OCC)cc1NC(=O)C1CC1 | 105.1 | -2.0 | -3.0 | -2.0 | -24.2 | -6.0 | -5.0 | 15 | 107.2 | 110.0 | -5.0
Cc1ccc(NC(=O)CCC(=O)NNC(=O)c2ccco2)cc1C | 95.0 | -1.0 | 2.0 | 0.0 | -28.7 | -2.0 | 0.0 | 8 | 97.2 | 100.6 | 0.0
O=S(=O)(NC1CCCCC1NCc1ccco1)c1ccccc1 (configuration not stated) | 103.2 | -12.0 | 0.0 | -6.0 | -25.1 | -7.0 | 13.0 | 53 | 102.6 | 102.3 | 4.0
CCCCn1c(SCC(=O)Nc2nnc(C)s2)nnc1-c1ccncc1 | 104.2 | -8.0 | -3.0 | -1.0 | -16.7 | -2.0 | -2.0 | 27 | 103.3 | 107.4 | -5.0

Fetched one by one from above (3):
SMILES | RGS8-Gao reg | Bfl-1 Bim block | Mcl-1 Bim block | Bim-Bcl-2 | Mcl1 Bid PPI | Bim-Bcl-B | Bcl-XL Bim block | GSH bead fluor | RGS4-Gao reg | RGS7-Gao reg | Bim-Bcl-W
CCOC(=O)/C(=C\C=C1/Sc2cc(OCC)c(OCC)cc2N1CC)C(C)=O | 103.6 | -4.0 | 3.0 | -7.0 | -33.0 | -12.0 | 6.0 | 22 | 119.4 | 129.4 | 4.0
COc1ccc(C)cc1NC(=O)CSc1nnc(CC(=O)Nc2cccc(C(F)(F)F)c2)n1C | 97.7 | -1.0 | -6.0 | -1.0 | -7.5 | -1.0 | -4.0 | 19 | 99.0 | 101.0 | -2.0
Cc1nn(C)c(C(=O)N/N=C/c2ccc(Br)cc2)c1Cl | 58.0* | -1.0 | -7.0 | -5.0 | -9.4 | -8.0 | -12.0 | 10 | 46.2* | 40.1* | -7.0

Bioassay records from PubChem.

Not a hit list; about 1.8% have a hit in one of these screens.
